ERAP1 HTS inh: human ERAP1 aminopeptidase inhibitors, primary screen, biochemical, single point, plate reader | Endoplasmic reticulum aminopeptidase 1 (Homo sapiens), Q9NZ08 | AID 652197, 2013 | hit rate 0.15% among 340,000 | inhibition, % at 10.7 µM | recombinant ERAP1, Leu-AMC fluorescence, 60 min;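 active = mean replicate inhibition of at least 30%, or all replicates individually reaching that 30% level; inactive = mean below 30% and not every replicate reaching it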;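 note: 0% = neutral control wells and 100% = L-leucinethiol positive control wells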
miR122 inh: miR-122 Renilla sensor signal increase in Huh7, primary screen, miR-122 inhibitor project, cell-based, single point, plate reader. Huh7 miR-122 Renilla luciferase sensor, 48 h; neutral wells = 0, positive control = 100. activation (reporter increase), % at 12.5 µM. hit rate 0.3% among 340,000. AID 602342, 2012;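 active = mean replicate activation score at least 90 and every replicate individually at or above 90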;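 note: higher luciferase means less miR-122 activity so hits act as miR-122 inhibitors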
RAD52 inh: RAD52 DNA annealing inhibitors, primary screen, biochemical, FRET, single point, set 2; AID 651710, 2012; inhibition, % at 18.7 µM; hit rate 0.46% among 360,000; recombinant RAD52 DNA annealing, FRET fluorescence;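 active = every replicate showing at least 50% inhibition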
Target sequence (P43351 whole entry, looked up): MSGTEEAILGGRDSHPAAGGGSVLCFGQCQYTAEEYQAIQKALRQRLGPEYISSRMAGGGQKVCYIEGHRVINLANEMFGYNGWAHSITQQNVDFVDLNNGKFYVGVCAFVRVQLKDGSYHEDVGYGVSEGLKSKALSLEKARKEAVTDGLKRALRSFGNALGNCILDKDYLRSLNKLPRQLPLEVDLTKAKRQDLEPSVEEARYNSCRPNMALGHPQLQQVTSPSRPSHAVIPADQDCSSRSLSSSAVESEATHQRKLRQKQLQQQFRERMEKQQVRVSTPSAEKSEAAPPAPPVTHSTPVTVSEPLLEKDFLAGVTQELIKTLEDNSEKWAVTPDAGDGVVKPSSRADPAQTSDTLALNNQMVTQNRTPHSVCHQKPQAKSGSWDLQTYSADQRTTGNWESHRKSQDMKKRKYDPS
Cneo AK release: Cryptococcus neoformans cell lysis inducers, primary screen, AK release luminescence, single concentration; C. neoformans lysis, adenylate kinase release luminescence, 4 h; normalised: neutral wells 0, clomiphene wells 100; AID 651654, 2012; hit rate 0.2% among 360,000; lysis activity, % at 15 µM;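 active = mean lysis activity across replicates of at least 80%, whatever share of replicates individually reach that level; inactive = mean lysis activity below 80%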
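Material – Cryptococcus neoformans yeast cells · Quantity – 5 × 10^6 yeast cells/mL · Buffer or medium – YPD medium · Compound – single dose · Timing – 4 h static compound exposure, 37 °C, read 1 h post-reagent · Signal – adenylate kinase release luminescence · Read-out basis – lysis from increased AK signal · Benchmarks – Clomiphene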
E-sel inducer: E-selectin induction in HUVECs, primary screen, imaging, HUVEC, immunofluorescence imaging, single point. normalized: neutral wells 0, TNF-alpha wells 100. activation, % at 7.58 µM. hit rate 0.37% among 260,000. AID 686992, 2013;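 active = mean E-selectin-positive cell signal at least 10% of the positive control, reached in at least 60% of replicates, without over 20% cell loss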;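 note: in these data hits start at about 27%; measured in HUVEC primary endothelial cells; signal is the percent of cells scored E-selectin positive by PE staining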
Target sequence (P16581 whole entry, looked up): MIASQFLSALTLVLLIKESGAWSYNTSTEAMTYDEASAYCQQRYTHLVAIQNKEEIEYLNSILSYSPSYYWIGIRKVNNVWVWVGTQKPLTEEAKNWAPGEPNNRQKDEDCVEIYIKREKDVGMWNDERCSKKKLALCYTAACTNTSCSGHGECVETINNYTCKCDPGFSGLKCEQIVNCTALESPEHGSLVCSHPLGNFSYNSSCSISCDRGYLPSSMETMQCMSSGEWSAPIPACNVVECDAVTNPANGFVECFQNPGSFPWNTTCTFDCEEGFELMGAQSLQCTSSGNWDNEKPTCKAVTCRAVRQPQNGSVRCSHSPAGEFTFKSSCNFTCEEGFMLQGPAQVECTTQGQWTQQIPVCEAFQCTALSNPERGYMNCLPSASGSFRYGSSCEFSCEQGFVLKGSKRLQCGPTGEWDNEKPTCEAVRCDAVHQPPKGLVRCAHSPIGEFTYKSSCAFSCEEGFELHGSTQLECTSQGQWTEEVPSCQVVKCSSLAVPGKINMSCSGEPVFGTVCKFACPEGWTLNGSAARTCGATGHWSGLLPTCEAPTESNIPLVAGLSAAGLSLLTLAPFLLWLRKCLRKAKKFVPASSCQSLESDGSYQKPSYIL
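Read-out basis: % PE-positive cells; Test system: HUVEC primary endothelial cells; Technique: immunofluorescence imaging; Dosing: single-point compound dose.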
RAD54 inh: inhibitors of human RAD54 branch migration, primary screen, biochemical, fluorescence, single point. DNA repair and recombination protein RAD54-like (Homo sapiens), Q92698. RAD54 Holliday junction branch migration, FAM/BHQ fluorescence. inhibition, % at 10.4 µM. hit rate 0.14% among 360,000. AID 602329, 2012;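 active = mean normalized replicate activity at least 40 and at least half of replicates scoring 40 or more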;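 note: 0% = median of neutral control wells and 100% = median of positive control wells; inhibitors cause a drop in the FAM fluorescence signal; in these data hits start at about 50%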
PglD inh: C. jejuni PglD acetyltransferase inhibitors, primary screen, biochemical, DTNB colorimetric, single point. purified PglD enzyme, DTNB colorimetric CoA detection. inhibition, % at 12.5 µM. hit rate 0.098% among 360,000; in the data active = inhibition above about 16%, passing the limit was not always enough; note: strong numbers were not always called active
PGC1a acetyl inh: inhibitors of PGC1a acetylation signal, primary screen, cell-based, U2OS, AlphaScreen, inhibitor mode | AlphaScreen anti-acetyl-lysine; with virally co-expressed GCN5 acetyltransferase | inhibition, % at 15.6 µM | hit rate 0.17% among 350,000 | AID 651687, 2012;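 active = every replicate shows inhibition of at least 40%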;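 note: 0% = neutral control wells and 100% = positive control wells; some results beyond the cut were filed as inactive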
Active calls of the source: *; / = not tested or not shown; [ ] = another dose, or the depositor's remark. Compounds were not picked by outcome, and some 1.4% of all compounds hit somewhere here.

SMILES	ERAP1 HTS inh	miR122 inh	RAD52 inh	Cneo AK release	E-sel inducer	RAD54 inh	PglD inh	PGC1a acetyl inh
CCCCn1c(N)c(C(=S)NC(=O)CC(C)(C)C)c(=O)n(C)c1=O	0	-1	-17	0	0.0	-7	4	/
COc1ccc(C(=O)O)cc1S(=O)(=O)Nc1cc(C(F)(F)F)ccc1N1CCCCC1	-203	-4	3	14	-2.6	8	5	-3
C/C=C/c1ccc([C@@H]2[C@@H](CO)N3C(=O)CN(C(=O)NC4CCCC4)C[C@@H]23)cc1	1	/	13	/	0.0	/	/	-13
COc1ccc(NC(=O)N2CCCCN3[C@H](C2)[C@@H](c2ccc(C#Cc4ccccc4)cc2)[C@@H]3CO)cc1	2	-10[16.7 µM]	82*	6	/	7	-2	0
COc1ccccc1/C=c1\sc2nc(-c3ccccc3OC)nn2c1=O	/	4	/	0	/	-4	6	-8
COc1ccc(/C=C(\NC(=O)c2ccc(C)cc2)C(=O)Nc2c(C)n(C)n(-c3ccccc3)c2=O)cc1	2	2	-13	4	/	1	-1	1
CC(=O)N1CCN(S(=O)(=O)c2cccc(C(=O)Nc3ccc4c(c3)CCC4)c2)CC1	/	9	/	1	/	-2	-2	-18
C[C@H]1CN([C@@H](C)CO)C(=O)c2cc(NC(=O)CCCN(C)C)ccc2O[C@H]1CN(C)S(=O)(=O)c1cccs1	-1	-4[16.7 µM]	-6	0	7.3	-1	-1	-6
CCOc1ccc(C(=O)NCC(=O)N2CCc3ccccc3C2)cc1OCC	2	/	2	/	3.3	/	/	3
CC(CO)NS(=O)(=O)c1cccc(Cl)c1F (configuration not stated)	/	0	-6	-2	-0.9	-10	-3	0
COc1ccc(C(=O)Nn2cc3c(c2-c2ccccc2)c(=O)n(C)c(=O)n3C)cc1	0	-3	-2	-2	/	1	-9	2
C[C@H]1CN([C@@H](C)CO)C(=O)Cc2cc(NC(=O)Nc3ccc(F)cc3)ccc2O[C@H]1CN(C)CC1CCCCC1	2	-14[16.7 µM]	3	6	-0.5	-6	-6	/
COc1ccc(CN(C)C[C@H]2Oc3c(NC(=O)C4CCCCC4)cccc3C(=O)N([C@@H](C)CO)C[C@@H]2C)cc1	-1	15[16.7 µM]	3	5	-0.3	-4	2	-4
Cc1ccc(Cl)cc1N1CCN(C(=O)Cn2ncn3cccc3c2=O)CC1	4	0	-8	0	-0.1	-2	-5	-11
Cc1cc(NC(=O)c2ccc([N+](=O)[O-])cc2Cl)no1	0	0	-5	-6	/	-10	4	7
COc1ccc(-c2ccc(-c3cc(=O)oc4cc(OC)c(OC)c(OC)c34)cc2)cc1	0	1	-5	-2	-0.2	-1	0	-2
Cc1cccc(/C(N)=N/OC(=O)CCc2ccccc2)c1	-11	/	5	-1	/	1	-1	1
COc1cccc(-c2cnc3c(c2)C(=O)N([C@H](C)CO)C[C@@H](C)[C@H](CN(C)C(=O)CN(C)C)O3)c1	-4	1[16.7 µM]	21	-9	0.0	11	3	-9
Cc1ccc(C(CC(=O)N2CCCC2)c2ccccc2)c(O)c1 (configuration not stated)	1	8	0	1	0.3	-10	1	1
CCCC[C@@H]1CNC(=S)N1CCc1cccc(F)c1	/	76	-18	16	-0.2	4	4	-3
O=C1N[C@H](Cc2ccccc2)COC(=O)[C@H](Cc2ccc(F)cc2)C/C=C\C[C@H]1CC(=O)N(CCO)Cc1ccccc1	-3	-5	-5	-8	0.1	-3	4	2
Cc1ccc(S(=O)(=O)N(C)C[C@H]2Oc3c(NC(=O)c4nc5ccccc5s4)cccc3C(=O)N([C@H](C)CO)C[C@H]2C)cc1	0	-4[16.7 µM]	1	-4	0.0	0	-2	5
Cc1cccn2cc(-c3cccc(NC(=O)c4cccs4)c3)nc12	4	/	-44	/	0.1	/	/	-5
COc1ccc(NC(=O)Nc2ccc3c(c2)C(=O)N([C@@H](C)CO)C[C@@H](C)[C@H](CN(C)C(=O)Nc2ccc4c(c2)OCO4)OCCCC[C@@H](C)O3)cc1	2	-2[16.7 µM]	-27	-2	-0.1	0	-1	0
CS(=O)(=O)N1CCN(C(=S)NCc2ccc(Cl)cc2)CC1	8	-1	-7	-4	/	2	1	-14
N#Cc1c(NC(=O)c2cc(-n3cnnc3)ccc2Cl)sc2c1CCCC2	/	-2	/	-1	/	-2	-1	-6
Cn1c(SCc2ccc(Br)cc2)nnc1-c1cccs1	/	-1	/	8	/	-9	1	-7
COc1c2c(c(OC)c3ccccc13)[C@@]1(OC2)O[C@H](CCO)C[C@H](O)[C@H]1O	0	-2	-4	-7	0.0	-4	4	2
CCOc1ccc(S(=O)(=O)NCCC(=O)NCC(c2ccccc2OC)N2CCCC2)cc1 (configuration not stated)	2	-3	-11	0	-0.2	5	0	1
CCN1[C@@H]2c3ccc(-c4cccnc4)c(=O)n3C[C@H]1[C@H](CO)[C@H]2C(=O)NC1CCCCC1	-3	-5[16.7 µM]	-2	-2	0.1	2	0	-4
CCC(=O)N(CC(=O)Nc1sc(C)c(C)c1C(N)=O)C1CCCC1	5	/	-3	/	-1.3	/	/	6
COc1ccccc1CNC(=O)c1cc(-c2ccc(F)cc2OC)n[nH]1	1	-7	-9	0	0.0	-7	-8	2
Cc1cccc(OCCCC(=O)Nc2ccc(N3CCCCC3)cc2)c1	/	-7	/	0	/	10	2	3
O=C([C@H]1[C@H](CO)[C@H]2Cn3c(cccc3=O)[C@H]2N1Cc1ccncc1)N1CCCCC1	0	/	-10	1	0.0	-9	4	/
CCC(C)(C)NC(=O)C(c1ccc(F)cc1)N(Cc1ccccc1)C(=O)c1cnccn1 (configuration not stated)	-7	2	-15	/	/	/	/	-1
CCCN1CNc2c(c(=O)[nH]c(=S)n2-c2ccccc2Cl)C1	5	/	1	/	3.9	/	/	5
C[C@@H]1CN([C@@H](C)CO)C(=O)c2cccc(NS(=O)(=O)c3cn(C)cn3)c2O[C@H]1CN(C)S(=O)(=O)c1ccc(Cl)cc1	-4	2[16.7 µM]	5	8	0.1	4	4	4
CC(C)Nc1nc(NCCN2CCNC2=O)c2sccc2n1	-3	-3	-2	0	0.0	-1	-4	-4
COc1ccc(CC(=O)Nc2cc(NC(=O)Cc3ccc(OC)c(OC)c3)cc(C(=O)O)c2)cc1OC	2	/	-21	1	/	-6	-2	2
N#CCSc1nnc(-c2ccccc2O)n1Cc1ccccc1	-1	5	2	1	/	-3	4	0

A second format for part of the listing above.
Sequence of screens – ERAP1 HTS inh	miR122 inh	RAD52 inh	Cneo AK release	E-sel inducer	RAD54 inh	PglD inh	PGC1a acetyl inh
N#Cc1c(NC(=O)c2cc(-n3cnnc3)ccc2Cl)sc2c1CCCC2
→ /	-2	/	-1	/	-2	-1	-6
Cc1ccc(S(=O)(=O)N(C)C[C@H]2Oc3c(NC(=O)c4nc5ccccc5s4)cccc3C(=O)N([C@H](C)CO)C[C@H]2C)cc1
→ 0	-4[16.7 µM]	1	-4	0.0	0	-2	5

Going on with the list.
SMILES	ERAP1 HTS inh	miR122 inh	RAD52 inh	Cneo AK release	E-sel inducer	RAD54 inh	PglD inh	PGC1a acetyl inh
COc1ccc(-c2nc3nc(N)nn3cc2C)cc1F	3	-9	-12	2	0.5	-2	1	0
C[C@H](CO)N1C[C@H](C)[C@H](CN(C)Cc2ccncc2)Oc2ccc(NS(=O)(=O)c3ccccc3)cc2C1=O	-2	-1[16.7 µM]	7	-7	-3.1	9	3	3
O=C(Nc1ccccc1[N+](=O)[O-])OCC=Cc1ccccc1	1	-7	8	-1	0.4	-4	1	4
COc1ccc(C(O)c2nc(-c3cccc(CO)c3)cs2)cc1 (configuration not stated)	1	1	5	6	-0.1	0	-2	2
O=C(COC(=O)C1CCCCC1)Nc1cccc(Br)c1	0	/	-1	-1	6.9	-5	-4	/
O=C(Nc1ccc(OCc2ccccc2)cc1)c1ccccc1	16	/	-13	/	26	/	/	3
C[C@H]1CN([C@@H](C)CO)C(=O)c2c(c3ccccc3n2C)-c2ccccc2CO[C@@H]1CN(C)S(=O)(=O)c1ccccc1	-2	/	5	2	0.1	-2	3	7
Cc1cc(C(=O)NCc2ccc(S(N)(=O)=O)cc2)c(C)o1	/	-5	/	2	/	-7	-5	2
O=S(=O)(Nc1cc(S(=O)(=O)N2CCOCC2)ccc1NCC1CCCO1)c1ccccc1 (configuration not stated)	-5	32	-13	0	2.7	7	-2	-1
Cc1cccc(NC(=S)NCc2ccc3c(c2)cc(C)n3C)c1C	3	1	-16	1	/	-1	2	3
CCNC(=O)C[C@@H]1CC[C@H]2[C@H](COc3ccc(NC(=O)Nc4ccccc4C)cc3C(=O)N2C)O1	3	33[16.7 µM]	-1	6	0.0	-4	1	5
CCOC(=O)/C(C#N)=C1\C(=O)N(Cc2ccccc2)c2ccccc21	3	4	-8	2	/	-13	6	-6
COc1ccc(CCc2nnc(N)s2)cc1OC	3	8	-13	0	/	-8	3	12
CC(=O)Nc1ccc2c3c(cccc13)CC2	/	-9	/	-3	/	5	-4	3
CCc1ccc(C(=O)OCC(=O)N(CCOC)c2c(N)n(Cc3ccccc3)c(=O)[nH]c2=O)cc1	-2	-3	-10	2	-0.4	7	0	/
COC(=O)N/N=C\c1ccc(OC/C=C/c2ccccc2)c(OC)c1	0	-2	-18	-1	-0.5	2	0	/
CCc1cc(C(=O)N2CCCC(Nc3ccc(F)c(F)c3)C2)n(C)n1 (configuration not stated)	4	0	-3	2	/	-6	3	/
COc1ccc(NC(=O)C2Cc3c(-c4cccc(NC(C)=O)c4)ccnc3O2)cn1 (configuration not stated)	0	24	-136	-2	/	1	-8	/
C[C@@H]1CCCCO[C@H](CN(C)Cc2ccc3c(c2)OCO3)[C@H](C)CN([C@@H](C)CO)C(=O)c2cc(NS(=O)(=O)c3cn(C)cn3)ccc2O1	/	0[16.7 µM]	/	0	-0.2	4	2	-5
O=C(NCc1ccco1)c1cccc2ccccc12	/	-7	/	1	/	5	-1	-7
COc1ccc2c3c(n(C)c2c1)[C@H](CO)N(C(=O)Nc1cccc(F)c1)CC31CN(C)C1	1	/	30	/	0.1	/	/	-12
COc1ccccc1N1CCN(CCCCN2C(=O)c3ccccc3C2=O)CC1	2	-5	8	-2	-0.4	7	-4	-7
CCCCC(=O)Nc1sc2c(c1C(N)=O)CCC2	/	-4	/	-1	/	9	-1	/
O=S(=O)(NCCCCCCNS(=O)(=O)c1c(F)cccc1F)c1ccc2c(c1)OCCO2	5	13	-7	0	0.8	-3	-3	-4
CCNC(=O)CSc1nc2cc(S(=O)(=O)Nc3ccc(OC)cc3)ccc2o1	-1	8	-5	1	-0.1	1	1	-4
CC(CC(=O)N1CCc2ccccc21)n1cccn1 (configuration not stated)	0	2	-4	-4	/	-8	-1	0
CO[C@H]1CN(C)C(=O)c2cc(NC(=O)Nc3ccccc3F)ccc2OC[C@H](C)N(C(C)=O)C[C@@H]1C	5	/	9	-6	0.0	0	-5	19
S=c1[nH]ncn1/N=C/c1ccccc1	/	-1	/	-2	/	6	2	-4

Of the compounds above, these contain a nitro group on carbon:
SMILES	ERAP1 HTS inh	miR122 inh	RAD52 inh	Cneo AK release	E-sel inducer	RAD54 inh	PglD inh	PGC1a acetyl inh
Cc1cc(NC(=O)c2ccc([N+](=O)[O-])cc2Cl)no1	0	0	-5	-6	/	-10	4	7
O=C(Nc1ccccc1[N+](=O)[O-])OCC=Cc1ccccc1	1	-7	8	-1	0.4	-4	1	4

Screens from PubChem BioAssay.
